JMJD2E inh: inhibitors of human JMJD2E histone demethylase; B2RXH2; JMJD2E catalytic domain, FDH-coupled NADH fluorescence (FDH is formaldehyde dehydrogenase); Potency, µM (top dose mostly 57.1 µM), inactives show at the highest dose activity change, negative = inhibition, hits mostly inhibitors; 230,000 compounds, 1.6% hits; AID 2147; active = well fitted inhibition curve with a large enough effect, not every such curve was filed as active; inconclusive = small, poorly fitted or top-dose-only effect, or another doubt; inactive = no such curve, though single readings can be large or run the other way;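 also: 0% = wells with enzyme and -100% = buffer wells without enzyme; nearly all actives have a fitted effect of over 50% in size; many of its hits are not listed in these tables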
Target sequence (B2RXH2 1-337 limits assumed): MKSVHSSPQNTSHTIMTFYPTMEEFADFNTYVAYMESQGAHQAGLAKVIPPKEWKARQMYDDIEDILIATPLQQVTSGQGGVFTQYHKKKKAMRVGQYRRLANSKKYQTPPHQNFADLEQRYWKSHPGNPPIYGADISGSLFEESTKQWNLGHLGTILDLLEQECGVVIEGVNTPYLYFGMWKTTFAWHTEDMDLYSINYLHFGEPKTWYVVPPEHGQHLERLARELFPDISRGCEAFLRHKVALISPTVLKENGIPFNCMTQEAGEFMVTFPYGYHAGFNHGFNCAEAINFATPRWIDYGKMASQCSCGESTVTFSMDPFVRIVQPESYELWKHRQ
HttQ103 aggreg: inhibitors of mutant huntingtin aggregate formation in PC12 cells. Potency, µM (titrated, usually from 46.1 µM), without a hit: at the highest dose activity change, negative = inhibition, usual class: inhibitors. AID 1688. PC12 HttQ103-GFP aggregates, Acumen cytometry, 40 h. 220,000 compounds, 1.1% hits; also: % is scaled to controls: 0 for no effect and ±100 for the full control effect; nearly all actives have a fitted effect of over 60% in size
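Ecdysone-promoter PC12 model expressing HTT exon 1 Q103 fused to GFP, induced by tebufenozide at 100 nM final. Compounds titrated; aggregates sized 1–25 µm scored on a 488 nm laser cytometer.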
Tau ThT inhib: tau fibrillization inhibition (ThT binding); AID 1460; recombinant tau K18 P301L, heparin-induced fibrillization, ThT fluorescence; 270,000 compounds, 2.1% hits; Potency, µM (series often up to 57.4 µM), inactives show at the top dose activity, negative = inhibition, usual class: inhibitors; P10636; also: % is scaled to controls: 0 for no effect and ±100 for the full control effect; nearly all actives have a fitted effect of over 55% in size
Target sequence (P10636 561-689 P618L limits assumed): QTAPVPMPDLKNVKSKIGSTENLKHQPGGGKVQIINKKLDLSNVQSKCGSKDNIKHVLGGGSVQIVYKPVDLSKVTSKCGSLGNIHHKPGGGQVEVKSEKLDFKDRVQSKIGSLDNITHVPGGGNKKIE
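Tau K18 P301L fragment (15 uM unlabeled plus 0.24 uM Alexa 594-labeled) in 100 mM sodium acetate pH 7 with compound, fibrillization induced by 20 uM heparin for 6 hr at 37 C. Thioflavin T (30 uM) added, fluorescence read after 1 hr (ex 450, em 510 nm).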
Tau fibril FP: inhibitors of human tau fibril formation; K18 P301L tau heparin fibrillization, Alexa594 FP, 6 h; Potency, µM (series often up to 57.7 µM), for the others: at the highest dose activity, negative = inhibition, hits mostly inhibitors; AID 1468; 280,000 compounds, 0.39% hits; P10636; also: % is scaled to controls: 0 for no effect and ±100 for the full control effect; nearly all actives have a fitted effect of over 55% in size
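K18 P301L tau (15 uM unlabeled/0.24 uM Alexa 594-labeled, final) + compound + heparin 20 uM final; 100 mM NaOAc pH 7; 6 hr 37 C; ThT 30 uM final added, 1 hr RT; FP ex 555/em 632 nm.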
SMN2 splice enh: SMN2 splice variant enhancement. Potency, µM (doses to about 46.1 µM), inactives show at the highest dose activity change, positive = activation, most hits filed as activators. AID 1458. HEK293 SMN2-luciferase splicing reporter, luminescence, 30-36 h. 210,000 compounds, 2.8% hits; also: % of control where 0% means no effect; nearly all actives have a fitted effect of over 55% in size
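HEK293 cells carry an SMN2 minigene-luciferase reporter in which exon 7 inclusion puts luciferase in frame. Cells were seeded at 2000 cells/well, attached for 10-12 hours, then exposed to compounds for 30-36 hours at 37C before ONE-Glo luminescence.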
ALDH1A1 block: ALDH1A1 (human) enzyme inhibition; Purified ALDH1A1, NADH fluorescence, propionaldehyde substrate; Potency, µM (series often up to 75.3 µM), without a hit: at the highest dose activity, negative = inhibition, most hits filed as inhibitors; 220,000 compounds, 7.3% hits; active = well fitted inhibition curve with a large enough effect, not every such curve was filed as active; inconclusive = small, poorly fitted or top-dose-only effect, or another doubt; inactive = no such curve, though single readings can be large or run the other way;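 also: plate controls were no enzyme wells and a reference inhibitor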
Target sequence (P00352 whole entry, looked up): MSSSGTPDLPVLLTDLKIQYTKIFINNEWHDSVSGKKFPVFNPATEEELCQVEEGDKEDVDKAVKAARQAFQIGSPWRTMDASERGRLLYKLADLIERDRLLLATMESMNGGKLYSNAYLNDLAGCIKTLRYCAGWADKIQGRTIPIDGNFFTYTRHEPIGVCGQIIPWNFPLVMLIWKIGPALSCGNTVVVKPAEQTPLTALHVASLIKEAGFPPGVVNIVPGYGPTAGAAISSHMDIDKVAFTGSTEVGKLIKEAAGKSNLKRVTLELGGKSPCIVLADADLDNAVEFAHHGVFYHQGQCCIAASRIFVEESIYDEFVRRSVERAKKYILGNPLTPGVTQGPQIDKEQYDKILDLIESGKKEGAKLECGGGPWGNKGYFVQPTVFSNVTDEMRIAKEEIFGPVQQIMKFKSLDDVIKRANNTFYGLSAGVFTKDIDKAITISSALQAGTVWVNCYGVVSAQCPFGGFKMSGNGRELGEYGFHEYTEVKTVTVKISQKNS
HTT ATP protect: Huntington cell model cytoprotection by ATP luminescence; AID 1471; Potency, µM (titrated, usually from 56.4 µM), without a hit: cytoprotection (ATP increase), hits mostly activators; PC12 HTT-Q103 induced, cytoprotection, ATP luminescence, 40 h; 230,000 compounds, 0.14% hits;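 also: % of control where 0% means no effect; nearly all actives have a fitted effect of over 45% in size; toxic huntingtin expression switched on by the ecdysone agonist tebufenozide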
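PC12 cells with ecdysone-inducible HTT exon 1 Q103-GFP, induced with 100 nM tebufenozide and co-treated with library compounds in a dose series (1536-well, 1500 cells/well). Cytoprotection read as ATP content by ATPlite luminescence.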
Tau fluor cs: counter-screen for tau fibril formation inhibitors; 280,000 compounds, 0.93% hits; Potency, µM (doses to about 57.7 µM), for the others: at the highest dose activity change, negative = decrease; tau K18 P301L Alexa594 fluorescence, heparin fibrillization; AID 1463; also: % is scaled to controls: 0 for no effect and ±100 for the full control effect; nearly all actives have a fitted effect of over 55% in size
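Human tau K18 P301L (15 uM unlabeled, 0.24 uM Alexa 594-labeled) in 100 mM sodium acetate pH 7 with 20 uM heparin, 6 hr at 37 C. ThT 30 uM added, 1 hr ambient; Alexa 594 FP and total fluorescence read at 555/632 nm.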
Active calls of the source: *; ? = inconclusive; . = not tested or not shown; [ ] = remark or other dose. Unless noted, calls follow the shape of the dose curve; as a rule, active = well fitted curve in the direction sought with a large enough effect; inconclusive = small, poorly fitted or top-dose-only effect, or another doubt; inactive = no such curve, though single readings can be large; an effect the other way counts as inactive or inconclusive. Potency is read from the fitted curve at half-maximal effect. An excerpt; the hit share may differ from the screen's.

Each structure is followed by: Tau ThT inhib	ALDH1A1 block	HttQ103 aggreg	Tau fluor cs	Tau fibril FP	SMN2 splice enh	JMJD2E inh	HTT ATP protect
CC1(c2ccccc2)CC(C)(C)N(C(=O)CSc2nnc(N)s2)c2ccccc21 (stereo unspecified)
    -15.7%	-3.3%	13.1%	-24.3%	-3.0%	2.7%	6.3%	.
COc1ccc(C2/C(=C(\O)c3ccc4c(c3)OCCO4)C(=O)C(=O)N2CCCN(C)C)cc1 (stereo unspecified)
    -5.6%	-5.4%	7.1%	2.6%	3.2%	.	-1.5%	-8.7%
COc1ccc(C2CC2C(C)=O)cc1 (stereo unspecified)
    -4.9%	-4.1%	7.2%	0.4%	4.4%	2.3%	-0.2%	-20.3%
CCOc1[nH]n(-c2ccc(Cl)cc2)c(=O)c1C=Nc1ccc(OC)cc1
    ?	-1.4%	1.3%	-26.4%	-2.7%	-21.9%	2.7%	-21.1%
COC(=O)c1ccc(NC(=O)CNC(=O)C2CCCCC2)c(C)c1
    -0.5%	5.3%	-15.6%	-1.4%	-4.5%	?	14.1%	-10.7%
Cc1nn2c3c(cnc2c1-c1ccccc1)C(=O)CCC3
    -7.2%	-11.3%	6.8%	-0.2%	-6.0%	-1.3%	-0.5%	-19.7%
O=C(c1cc(-c2ccccc2)n[nH]1)N1CCc2c([nH]c3ccccc23)C1c1ccccn1 (stereo unspecified)
    -7.5%	2.2%	16.1%[9.22 µM]	?	-6.2%	.	-26.2%	19.6%[10 µM]
Cn1nnnc1SCc1ccccc1[N+](=O)[O-]
    1.4%	0.5%	5.5%	5.1%	-1.0%	6.1%	0.3%	0.5%
Oc1[nH]c2ccccc2c1/C=N/c1nccs1
    ?	-0.2%	-1.7%	-5.3%	12.1%	?	6.2%	-43.5%[inhibitor]
Cc1ccc(S(=O)(=O)N2CCCCC2)cc1NC(=O)c1ccc2c(c1)OCO2
    -7.9%	?	10.0%	-14.5%	1.8%	-19.2%	-2.5%	-3.8%[1.9 µM]
COc1ccc(CNC(=O)CN(CC2CCCO2)C(=O)CNS(=O)(=O)c2ccc(C)cc2)cc1 (stereo unspecified)
    9.5%	-13.3%	-18.2%	4.5%	-0.1%	-2.3%	-5.8%	3.9%[10 µM]
CCCn1c(N2CCN(CC(=O)c3c[nH]c4ccccc34)CC2)nc2c1c(=O)[nH]c(=O)n2C
    -4.8%	12.6µM*	33.0%	-6.6%	5.4%	-10.8%	-4.8%	-28.1%
CO/N=C/C(C#N)=C/c1ccc(OC)c(OC)c1
    -14.9%	8.7%	6.0%	-9.5%	-6.3%	-14.1%	-14.1%	-31.5%
CCC(=O)N1CCc2cc(S(=O)(=O)NC(C(=O)NCc3ccccc3)C(C)C)ccc21 (stereo unspecified)
    -12.4%	-14.0%	12.3%	-17.1%	-11.3%	.	6.7%	-23.5%
COc1cc2c(cc1OC)CN(C(=O)c1cccc(S(=O)(=O)N(C)C)c1)CC2
    -1.7%	.	-11.0%[9.22 µM]	-1.4%	-0.9%	.	0.7%	-15.1%[10 µM]
Cn1cccc1C(=O)NC(=O)COC(=O)CNC(=O)CNC(=O)c1ccc(Cl)cc1Cl
    ?	-1.9%	4.7%	-20.1%	-1.5%	-10.8%	-5.6%	-28.7%
CCCCN(C)C(=O)c1cc2c(s1)-c1ccccc1S(=O)(=O)C2
    -2.2%	.	0.4%[9.22 µM]	-4.2%	4.7%	.	2.6%	14.1%[10 µM]
COc1cc(NC(=O)CSCC(=O)Nc2cccc(C(F)(F)F)c2)c(Cl)cc1Cl
    -1.2%	?	6.6%	?	?	-21.9%	-7.6%	-20.2%
CC(CC(=O)Nc1cccnc1)c1ccccc1 (stereo unspecified)
    5.7%	3.3%	5.9%	11.8%	8.8%	1.1%	-2.1%	6.6%
Cc1ccc(NC(=S)N(C)C)cc1C
    2.7%	.	-10.3%[9.22 µM]	0.1%	4.0%	.	-6.2%	7.7%[10 µM]
Cc1ccccc1Nc1nnc(-c2ccc(C)c(S(=O)(=O)N3CCCCC3)c2)c2ccccc12
    ?	.	.	-1.5%	-2.7%	1.8%	.	.
COc1ccc(OC)c(CCNC(=O)CS(=O)(=O)Cc2nc(-c3cccc(Cl)c3)oc2C)c1
    ?	.	.	-25.3%	5.5%	-23.6%	.	.
CCCCC/C=C\C/C=C\C/C=C\C=C\C1CCCC(=O)O1 (stereo unspecified)
    -2.1%	2.2%	.	0.8%	-3.8%	-1.9%	-2.0%	-3.7%
CC(=O)OCCSc1c(-c2ccccc2)c2cc(Cl)ccc2[nH]c1=O
    -3.4%	14.1µM*	8.7%	-18.8%	3.1%	.	-0.2%	13.7%[10 µM]
CCOc1ccc(CCNc2nc3c(c(=O)n(C)c(=O)n3C)n2CC)cc1OCC
    5.6%	8.4%	-28.5%	5.5%	3.2%	-85.6%[inhibitor]	3.1%	9.0%[10 µM]
O=C(CN1C(=O)S/C(=C\c2ccc(O)cc2)C1=O)c1ccccc1
    ?	?	2.5%[9.22 µM]	?	?	.	-13.9%	-2.7%[10 µM]
O=C(O)CC1(CC(=O)Nc2ccccc2C(=O)c2ccccc2)CCCC1
    -16.1%	-13.8%	1.3%	-23.4%	-1.4%	.	-13.7%	7.4%
c1ccc(CCNc2ncnc3ccccc23)cc1
    -3.4%	10.2%	1.78µM*	0.3%	-4.0%	.	-16.1%	-122.0%
O=C(CNC(=O)c1ccc(Br)cc1)NCCc1nc2ccccc2[nH]1
    7.3%	5.0%	8.2%	-1.8%	9.1%	-4.5%	4.9%	-0.4%
N#C/C(=C\c1ccc(-c2ccccc2Cl)o1)C(=O)Nc1nc2ccccc2s1
    3.55µM*	-0.1%	19.4%	-5.4%	13.3%	-14.8%	3.3%	-21.3%[10 µM]
COC(=O)c1ccccc1NS(=O)(=O)c1ccc(Cl)nc1
    1.5%	-4.7%	0.5%	-3.0%	-7.8%	21.4%	3.2%	-18.3%
O=C(NC1CC1)c1ccc(-c2ccccc2)cc1
    -3.8%	-5.6%	-21.3%	4.2%	2.7%	11.2µM*	8.4%	-20.8%[10 µM]
Cc1ccc(N(CC(=O)NCCc2ccccc2C)S(=O)(=O)N(C)C)cc1
    0.3%	.	.	-11.5%	-4.3%	0.2%	.	.
Cc1ccccc1NC(=O)CSc1nc2ccccc2o1
    9.4%	-24.1%	6.6%	-2.8%	0.8%	7.2%	-2.4%	-5.1%
COc1cc(OC)c(C2C(C(=O)Nc3ccc(C)cc3C)=C(C)Nc3ncnn32)cc1OC (stereo unspecified)
    -8.2%	4.6%	-2.2%	-2.2%	2.8%	-15.9%	-9.7%	-16.9%
COc1ccc(C(=O)N(Cc2cc(OC)c(OC)c(OC)c2)CC2CCCO2)cc1 (stereo unspecified)
    3.2%	.	.	-5.2%	-5.8%	0.6%	.	.
Cc1ccsc1C(=O)C1CCCN(Cc2cc(F)ccc2-n2cccn2)C1 (stereo unspecified)
    -9.6%	-3.2%	-25.8%	-7.3%	-0.5%	.	7.8%	-40.3%[inhibitor]
Fc1cccc(F)c1-n1c(CN2CCCCC2)csc1=S
    -3.3%	?	26.2%	-9.1%	-1.8%	6.2%	-0.2%	-47.1%[inhibitor]
Cc1ccc2c(c1)-c1nc(-c3ccc(Cl)cc3)cc(-c3coc4ccccc4c3=O)c1CO2
    -4.6%	.	.	-10.6%	-0.6%	7.7%	.	.
CCc1cc2c(NC(Cc3c[nH]c4ccccc34)C(=O)O)nc(C)nc2s1 (stereo unspecified)
    -21.9%	?	13.3%	-12.2%	1.5%	-4.0%	?	-1.1%[10 µM]
CC1(C)CC(=O)C(CC(=O)N2CCC(Cc3ccccc3)CC2)C(=O)C1
    -3.8%	?	13.6%	1.0%	-5.5%	-4.8%	11.5%	1.6%
CCOC(=O)c1ccc(NS(=O)(=O)c2cnc[nH]2)cc1
    4.5%	1.0%	3.9%	0.1%	-2.1%	.	-3.8%	-1.1%
CC(C1CC1)N(Cc1ccccc1)C(=S)Nc1ccccc1 (stereo unspecified)
    4.8%	1.5%	-3.8%	3.1%	-2.4%	-22.6%	1.8%	-4.3%[10 µM]
COC(=O)c1sc(S(=O)(=O)NCc2ccccc2)c(C(=O)OC)c1C
    -6.4%	?	7.9%	-15.7%	-7.7%	8.5%	3.2%	-10.2%
CCNC(=O)/C(=C\c1ccccc1)NC(=O)/C=C/c1ccccc1
    -7.5%	?	-5.2%	-8.2%	-2.1%	-10.7%	-1.2%	.
COC(=O)c1ccc(CSc2nnc3c(Cl)cc(Cl)cn23)o1
    -5.3%	13.9%	24.9%	0.0%	0.0%	7.9%	5.4%	5.6%
CNC(=O)c1cccc2cccc(Sc3ccccc3C(=O)O)c12
    6.4%	13.9%	-0.3%[9.22 µM]	4.0%	3.9%	.	7.1%	10.4%[10 µM]
CCN(CC)CCN=CC1=C(O)CNC1=O
    -11.3%	10.9%	-13.4%	-10.3%	-6.8%	-7.4%	1.6%	-27.5%
COc1cccc(C2=NCCc3cc4c(cc32)OCO4)c1OC
    1.8%	-0.4%	12.0%	5.8%	-8.2%	8.2%	1.8%	.
COc1cccc(NS(=O)(=O)c2ccc3c(c2)n(C)c(=O)n3C)c1
    7.5%	.	.	0.1%	1.1%	-60.3%[inhibitor]	.	.
COc1cccc(NC(=O)Nc2cc(-c3cn4cccnc4n3)ccc2C)c1
    -7.7%	.	.	-13.0%	?	11.5%	.	.
Cc1ccc(-c2nn(CC(=O)N(C)C)c(=O)c3ccccc23)cc1S(=O)(=O)N(C)C
    -2.0%	?	11.2%	-6.1%	-3.1%	-6.7%	-6.1%	-14.8%
Cc1ccc(S(=O)(=O)NC(CC(=O)n2nc(C)cc2C)c2ccccc2)cc1 (stereo unspecified)
    -15.4%	-13.8%	-2.1%	-18.6%	-9.4%	-4.7%	-4.0%	-10.4%
O=C(/C=C/c1ccc([N+](=O)[O-])cc1)c1cccnc1
    ?	?	6.8%	-22.0%	?	8.6%	-11.3%	14.6%[10 µM]
